Dicer inh: inhibitors of Dicer pre-microRNA processing, primary screen, biochemical, cat-ELCCA, chemiluminescence. Endoribonuclease Dicer (Homo sapiens), Q9UPY3. cat-ELCCA pre-miR-21 Dicer processing; stronger effect = higher value. z-score at 25 µM. 6% of 47,000 active. AID 1347074, 2019; in the data active = z-score above about 3, passing the limit was not always enough;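 also: plate controls were vehicle for no effect and no enzyme for full effect; higher signal means more uncleaved substrate so more Dicer inhibition; strong numbers were not always called active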
* marks the source's active call; other numbers are inactive results.

SMILES	Dicer inh
COc1ccc(C2NC(=O)NC2=O)cc1 (stereo not drawn)	1.1
O=c1oc2ccccc2c2c1nnn2CCO	-1.5
Cc1onc(-c2c(Cl)cccc2Cl)c1NC(=O)NC1CCSC1 (stereo not drawn)	-0.48
Cn1c(=O)n(CC(=O)O)c(=O)c2c1nc1n2CCCN1Cc1ccccc1	-1.3
CSC(N)=Nc1c(Cl)cccc1Cl	1.1
COc1ccc(C2Nc3cc(OC)ccc3-n3cccc32)cc1 (stereo not drawn)	0.39
NNC(=O)c1c(-c2ccccc2)c(-c2ccccc2)nn2nnnc12	-0.95
CCCCn1c(Oc2ccc(F)cc2)nc2c1c(=O)n(C)c(=O)n2C	2.7
CCCCCNc1nc(-c2ccccc2)c2c(c1C#N)CC(C)(C)OC2	-0.19
CCOC(=O)c1cc(C#N)c(Sc2ccc(C)cc2)nc1C(F)(F)F	-4
Cc1csc2c(N3CCSCC3)ncnc12	-1.2
O=C(NC1CCCC1)c1cnn2c(C(F)F)cc(-c3ccccc3)nc12	1.8
O=C(O)c1ccc2[nH]c3c(c2c1)CSCC3	-2.5
COC(=O)c1sccc1S(=O)(=O)Nc1ccc(S(N)(=O)=O)cc1	1.3
CC(C)(C)NC[C@H](O)COc1cccc2c1CCCC2=O	0.31
O=C(CSc1nn(-c2ccccc2)c(=S)s1)Nc1nccs1	1.3
O=C1CC(c2ccccc2Cl)Nc2ccc3ccccc3c21 (stereo not drawn)	1.8
Cc1nc(N2CCOCC2)c2sc(=S)n(-c3ccccc3)c2n1	-1.1
Cc1cc(NC(=O)Cn2nc(C(F)(F)F)c3c2CCCC3)no1	0.68
c1ccc(-c2noc(-c3ccc4ccccc4c3)n2)cc1	0.93
COc1cc(C(=O)NS(=O)(=O)c2ccccc2C)ccc1Cc1cn(C)c2ccc(NC(=O)OC3CCCC3)cc12	4.3*
C=CCn1c(SCc2n[nH]c(=S)n2C)nnc1-c1ccccc1	-0.49
CC1=C(C(=O)OC2CCCCC2)C(c2coc3ccc(Cl)cc3c2=O)C2=C(CCCC2=O)N1 (stereo not drawn)	-0.15
C#CC(CC)(CC)NC(=S)NCCc1ccccc1	0.24
O=C(Nc1ccc2c(c1)OCCO2)Nc1cccs1	-2.4
CS(=O)(=O)/C(C#N)=C\c1ccc(Cl)s1	0.13
NC(=O)CNC(=O)c1cccc(Cl)c1	-1.4
O=c1oc2ccccc2n1-c1nc2ccccc2o1	5.6*
N#Cc1cnc2cc(-c3ccccc3)nn2c1N	-1.2
CC1CCC(C(C)C)/C(=N/NC(=O)CC#N)C1 (stereo not drawn)	0.84
O=C(N/C=C/c1ccsc1)Nc1ccc(F)cc1	2.2
COc1cc(/C=N/N=C(N)N)cc(OC)c1OC	-1.5
O=C1Nc2c(cccc2C(F)(F)F)C1=O	-3.3
CCCCC(=O)Nc1sc2c(c1C(=O)OCC)CC(C)(C)OC2	-0.37
OCc1nc2cc3ccccc3cc2[nH]1	-1.9
Cc1ccccc1CSc1nnc([C@@H]2CCCN2)o1	-0.26
CCOC(=O)C1=C(C)NC(C)=C(C(=O)OC)C1c1cccc([N+](=O)[O-])c1 (stereo not drawn)	0.15
CN(C)/C=C/c1nnnn1-c1ccc2ccccc2c1	0.13
CCOc1cc(CNc2ncc(-c3ccc(Br)cc3)n2C)ccc1O	3.4*
CC(C)Oc1cc(C(F)(F)F)nc2ccc(CSCCO)cc12	0.02

Reformatted: entries from further up.
SMILES | Dicer inh
COc1cc(C(=O)NS(=O)(=O)c2ccccc2C)ccc1Cc1cn(C)c2ccc(NC(=O)OC3CCCC3)cc12 | 4.3*
C=CCn1c(SCc2n[nH]c(=S)n2C)nnc1-c1ccccc1 | -0.49
CC1=C(C(=O)OC2CCCCC2)C(c2coc3ccc(Cl)cc3c2=O)C2=C(CCCC2=O)N1 (stereo not drawn) | -0.15
C#CC(CC)(CC)NC(=S)NCCc1ccccc1 | 0.24
O=C(Nc1ccc2c(c1)OCCO2)Nc1cccs1 | -2.4
CS(=O)(=O)/C(C#N)=C\c1ccc(Cl)s1 | 0.13
NC(=O)CNC(=O)c1cccc(Cl)c1 | -1.4
O=c1oc2ccccc2n1-c1nc2ccccc2o1 | 5.6*
N#Cc1cnc2cc(-c3ccccc3)nn2c1N | -1.2
CC1CCC(C(C)C)/C(=N/NC(=O)CC#N)C1 (stereo not drawn) | 0.84
O=C(N/C=C/c1ccsc1)Nc1ccc(F)cc1 | 2.2
COc1cc(/C=N/N=C(N)N)cc(OC)c1OC | -1.5
O=C1Nc2c(cccc2C(F)(F)F)C1=O | -3.3
CCCCC(=O)Nc1sc2c(c1C(=O)OCC)CC(C)(C)OC2 | -0.37
OCc1nc2cc3ccccc3cc2[nH]1 | -1.9
Cc1ccccc1CSc1nnc([C@@H]2CCCN2)o1 | -0.26
CCOC(=O)C1=C(C)NC(C)=C(C(=O)OC)C1c1cccc([N+](=O)[O-])c1 (stereo not drawn) | 0.15

The results go on:
SMILES	Dicer inh
Cc1onc(-c2c(Cl)cccc2Cl)c1NC(=O)N1CCSCC1	1.7
COc1ccc(C2C(OC(C)=O)C(c3ccccc3OCc3ccccc3)=NN2C(C)=O)cc1 (stereo not drawn)	0.1
Cc1c(C#N)c(Sc2ccccc2)nc2ccccc12	-1.3
CC(C)(C)NNC(=S)Nc1ccc(Cl)c(Cl)c1	1.8
N#C/C(=C(/Oc1ccc(Cl)cc1Cl)C(F)(F)F)c1ccccc1	0.58
Nc1ccc(O)c2c1C(=O)c1c(N)ccc(O)c1C2=O	3.2*
CCOC(=O)C(=CNc1ccc(C(=O)O)cn1)C(=O)OCC	-1.5
Cc1ccc(C(=O)N2CCN(C(=O)CSc3nc4ccccc4s3)C2)cc1	-0.44
CCOc1ccc2c(c1)C(C)=CC(C)(C)N2C(=O)NC1CCCCC1	1.9
COC(=O)c1noc(-c2ccc(Cl)cc2)n1	1.3
Cc1c(NC(=O)C2CC2)c(=O)n(-c2ccccc2)n1C	2.6
Cc1cc(Cl)ccc1NCN1C(=O)CCC1=O	5.2*
O=C(c1ccccc1Cl)c1nccn1Cc1ccc(Cl)cc1	0.41
CCOc1ccc2c(c1)CN(Cc1ccc(Cl)cc1)CO2	1.1
N/C(=N\O)c1ccc(C2OCCO2)cc1	0.6
CC1(C)Cc2c(sc3ncn4nc(-c5cccnc5)nc4c23)C(C)(C)N1	-0.21
CCOC(=O)c1c(C)oc2cc(Br)c(OCC(=O)OC(C)(C)C)cc12	-0.79
O=C(OCCS(=O)(=O)c1ccc(C(F)(F)F)cn1)c1ccc(Cl)cc1	-1.2
Cc1nn(C(=O)c2ccncc2)c(C)c1Sc1ccc(Br)cc1	0.08
CCCCNc1nc2c(c(=O)n(C)c(=O)n2C)n1CC(O)COc1ccccc1 (stereo not drawn)	-0.53
Cc1ccc(-c2nnn(CC(=O)NNC(=O)c3ccco3)n2)cc1	-0.26
Cc1ccc2c(=O)c(C(=O)c3ccccc3C)coc2c1	2
COc1cc2nc(CN3CCC(C(N)=O)CC3)[nH]c(=O)c2cc1OC	2.3
O=C(CSc1nc(-c2ccco2)cc(C(F)(F)F)n1)N1CCN(c2cccc(Cl)c2)CC1	0.7
O/N=C/c1ncc(C(F)(F)F)cc1Cl	-0.65
CCOC(=O)c1nnn(-c2nonc2N)c1-c1cccs1	-0.05
CCN(CC)c1ccc(NS(=O)(=O)c2ccccc2)cc1	4.8*
CCOC(=O)c1c(C)oc2ccc(OCC(=O)c3ccc(Br)cc3)cc12	0.36
CC(=O)Nc1nc2c(s1)Cc1ccccc1-2	-1.3
CCc1ccccc1NC(c1ccccn1)c1ccc2cccnc2c1O (stereo not drawn)	8*
O=C(c1cccnc1Oc1ccccc1)n1ccc(-c2cccs2)n1	-0.57
Cc1cc(Nc2ccccc2C(=O)O)n(-c2cccc(Cl)c2)n1	0.25
CN1C/C(=C\c2ccc(Cl)cc2)C(=O)/C(=C/c2ccc(Cl)cc2)C1	-1.1
CCN(CCS(=O)(=O)c1ccccc1)S(=O)(=O)c1ccc(C)cc1	4.5*
S=C(Nc1ccc2[nH]ccc2c1)Nc1ccccc1N1CCOCC1	4.6*
O=C(O)c1c[nH]c2c(-c3ccccc3)c(C(F)(F)F)sc2c1=O	4.8*
CC(C)c1ccc(NN2C(=O)CC(c3ccccc3)C2=O)cc1 (stereo not drawn)	0.8
COc1ccc(CO)c(Cl)c1OC	0.46
CSc1n[nH]c(NC(=O)c2c(-c3c(Cl)cccc3Cl)noc2C)n1	-6.8
O=C(Nc1ccc(OC(F)(F)F)cc1)NC1CCN(c2nccc(C(F)(F)F)n2)CC1	-0.39
Fc1ccccc1-c1nn2c(COc3ccccc3)nnc2s1	0.18
COC(=O)c1scc(NS(=O)(=O)c2ccc(Cl)cc2Cl)c1C(=O)OC	0
Cn1c(=O)c2c(nc(NCc3ccccc3)n2Cc2ccccc2Cl)n(C)c1=O	1.8
CCOC(=O)CSc1nc2cccnc2s1	0.27
CC1C(c2ccccc2)OCCN1CN1C(=O)c2ccccc2C1=O (stereo not drawn)	3.7*
CC(C)(C)NC(=O)CSc1nnc(NC(=O)Cn2c(=O)sc3ccccc32)s1	0.2
Cc1cc2n(n1)C(/C=C\c1ccccc1)Nc1c(C)cccc1-2 (stereo not drawn)	6*
COc1ccc(Nc2cc(C(F)(F)F)ccc2Cl)c(C(=O)O)c1	-0.41
Cc1ccc2cc3c(=O)n(C)c(=O)n(C)c3nc2c1	-0.32
CC(=O)NCc1ccc(S(=O)(=O)NN)cc1	-7.5
COc1ccc(C2=NN3C(C2)c2cc(Br)ccc2OC3c2cccnc2)cc1 (stereo not drawn)	4.2*
COC(=O)c1[nH]c2ccc([N+](=O)[O-])cc2c1-c1ccccc1	0.35
Cc1ccc(-n2cccc2C(=O)C(F)(F)F)c([N+](=O)[O-])c1	-0.41
O=c1ccc2c(OCCCCc3ccccc3)c3ccoc3cc2o1	-0.63
CCN(CC)C(=O)c1sc2nc3c(cc2c1N)CCCC3	1.7
CCc1cc(C(=O)c2ccc(OC)cc2)c(N)s1	-3.3
CN1CCN(c2nc3c(=O)[nH]c(N)nc3n2[C@H]2O[C@@H](CO)[C@H](O)[C@@H]2O)CC1	-1.4
Cc1cc(C)c2c(n1)sc1c(=O)n(NC(=O)Nc3ccccc3)c(C)nc12	-0.35
S=C(NNC(=S)NC1CC2C=CC1C2)Nc1ccc(Br)c(Cl)c1 (stereo not drawn)	1.9
CSc1nc(-c2cnccn2)nc(-c2ccccc2Cl)c1C#N	-0.15

The last two compounds of the section before are carried over, then new ones follow:
SMILES	Dicer inh
S=C(NNC(=S)NC1CC2C=CC1C2)Nc1ccc(Br)c(Cl)c1 (stereo not drawn)	1.9
CSc1nc(-c2cnccn2)nc(-c2ccccc2Cl)c1C#N	-0.15
O=[N+]([O-])c1cc(C(F)(F)F)ccc1NCc1ccccc1	-0.42
CCOC(=O)NC(Nc1cc(C)ccn1)(C(F)(F)F)C(F)(F)F	0.87
COc1ccc(C2Nc3ccc4ccccc4c3C3=C2C(=O)CCC3)cc1OC (stereo not drawn)	4.5*
O=C(NNc1cc(Cl)ccc1Cl)c1sccc1Cl	5.2*
O=C(CSc1nncn1-c1ccc(OCc2ccccc2)cc1)Nc1ccccc1	-1.2
O=C1OC(c2ccccc2)=N/C1=C\c1cccc([N+](=O)[O-])c1	1.7
CC1=C(C(=O)OCc2ccccc2)C(c2cccc(O)c2)C2=C(CCCC2=O)N1 (stereo not drawn)	0.31
COC(=O)C1=C(c2ccccc2)C(c2ccccc2)=C(C(=O)OC)C1=O	3.2*
Cc1cc(-c2nn(C)c(=O)c3ccccc23)cc(C)c1OS(=O)(=O)c1ccccc1OC(F)(F)F	-1.5
CN1CCc2c(sc3c2C(=O)NC(c2ccc(OC(=O)c4ccccc4)cc2)N3)C1 (stereo not drawn)	-2
O=C(O)/C=C/C(=O)Nc1ccc(Oc2ncnc3cc(Cl)ccc23)nc1	0.36
CCOc1ccc(S(=O)(=O)n2c(C)nc3ccccc32)cc1	1.9
O=C1NN=C(c2ccc(Cl)cc2)CC1c1c[nH]c2ccccc12 (stereo not drawn)	-1.4
O=C(COc1ccc(Cl)cc1)N1CCN(Cc2ccc3c(c2)OCO3)CC1	0.41
O=C(/C(=C/Nc1cc(C(F)(F)F)cc(C(F)(F)F)c1)[N+](=O)[O-])c1ccc(Cl)c(Cl)c1	0.18
C=CCNc1nc(Cl)nc(Nc2ccc(OCC)cc2)n1	0.57
COc1ccc(OCc2nc(-c3ccncc3)no2)cc1	-0.8
Cc1nn(-c2ccccc2)c2c1C(c1ccccc1Cl)C(C#N)=C(N)O2 (stereo not drawn)	-5
COc1cc(N(C)C)c(OC)cc1/C=C(\C#N)c1ccc([N+](=O)[O-])cc1	-1.1
O=C(OCC1CC1)c1cnc(Sc2ccccn2)nc1C(F)(F)F	-1.6
O=C(Cn1nnc(-c2ccc3c(c2)OCO3)n1)Nc1ccc(F)c(F)c1	2.5
Cc1c(N)cccc1-c1nc2ccccc2o1	0.93
CCCCOC(=O)C1=C(C)NC2=C(C(=O)CC(C)(C)C2)C1c1ccc(O)cc1 (stereo not drawn)	5.5
COc1ccc(-c2nc3c4cnn(-c5ccc(C)cc5)c4ncn3n2)cc1OC	-0.15
O=C(c1ccccc1Cl)N1CCN(C2=NS(=O)(=O)c3ccccc32)CC1	2
COC(=O)c1sccc1N/N=C/c1c(F)cccc1Cl	-1.6
CCCCOC(=O)Cn1nnc2sc3c(c2c1=O)CCCC3	2.2
Nc1ccccc1SCc1cc([N+](=O)[O-])cc2c1OCOC2	2.9
O=C(NCCO[N+](=O)[O-])c1cccnc1	-0.86
CCCCCCOc1ccc(N2C(=O)CC(SCCN)C2=O)cc1 (stereo not drawn)	-0.81
COc1ccccc1-c1coc2cc(OC(=O)c3ccco3)ccc2c1=O	0.65
CC1(C)CC(=O)C2=C(C1)c1c(ccc3ccccc13)NC2c1ccc(O)c(O)c1 (stereo not drawn)	13*
CSc1nc(C)cc(NC(N)=O)n1	0.3
COC(=O)c1cc(=O)n(-c2cc(Cl)cc(Cl)c2)[nH]1	1.4
CC1CCc2c(sc3nc[nH]c(=O)c23)C1 (stereo not drawn)	-2.5
CN(C)c1ccc(C(O)c2nc3ccccc3n2Cc2ccccc2)cc1 (stereo not drawn)	-0.3
COc1cccc(C2Nc3cc(C)c(C)cc3NC3=C2C(=O)CC(C)(C)C3)c1O (stereo not drawn)	0.41
O=C1OC(Nc2ccc(Cl)cc2)c2ccccc21 (stereo not drawn)	-0.27

A portion of the library. The share of hits here may be higher or lower than overall.
